# Mtb UGM inh: blocks M. tuberculosis UGM enzyme; inhibition, % at 10 µM; 320,000 tested, 0.06% active; purified UGM, fluorescence polarization probe displacement; in the data active means inhibition above about 10%, passing the limit was not always enough; inconclusive means no clear call, values can overlap the other calls
# Target sequence (P9WIQ1 whole entry, looked up): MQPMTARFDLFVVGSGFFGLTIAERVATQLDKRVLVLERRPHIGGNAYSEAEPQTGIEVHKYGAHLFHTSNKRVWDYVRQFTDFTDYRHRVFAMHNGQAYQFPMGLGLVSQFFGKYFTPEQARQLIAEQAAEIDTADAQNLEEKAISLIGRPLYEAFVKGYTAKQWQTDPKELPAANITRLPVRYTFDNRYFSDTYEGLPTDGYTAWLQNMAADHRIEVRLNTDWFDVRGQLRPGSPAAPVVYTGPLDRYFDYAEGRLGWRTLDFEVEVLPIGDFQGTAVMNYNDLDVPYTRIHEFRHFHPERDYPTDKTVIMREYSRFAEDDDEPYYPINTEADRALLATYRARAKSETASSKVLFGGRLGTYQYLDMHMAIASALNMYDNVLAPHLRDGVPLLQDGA
# CCHF vOTU inh: blocks the CCHF virus ovarian tumor domain protease; CCHFV vOTU protease, Pep-AMC fluorescence; inhibition, % at 11.5 µM; 370,000 tested, 0.55% active; further: 0% = vehicle wells with enzyme and 100% = no enzyme wells
# BioA inh: blocks M. tuberculosis BioA enzyme activity; purified M. tuberculosis BioA enzyme, plate reader; inhibition, % at 9.99 µM; 360,000 tested, 0.096% active; in the data active means inhibition above about 40%; inconclusive means no clear call, values can overlap the other calls
# Rv3671c protease: inhibits the M. tuberculosis serine protease Rv3671c | P9WHR9 | inhibition, % at 5.96 µM | 320,000 tested, 0.048% active | AID 2606; in the data active means inhibition above about 38%;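 further: extracellular domain of Rv3671c used as enzyme; 0% = enzyme with DMSO and 100% = no enzyme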
# Target sequence (P9WHR9 whole entry, looked up, the tested form may be a part): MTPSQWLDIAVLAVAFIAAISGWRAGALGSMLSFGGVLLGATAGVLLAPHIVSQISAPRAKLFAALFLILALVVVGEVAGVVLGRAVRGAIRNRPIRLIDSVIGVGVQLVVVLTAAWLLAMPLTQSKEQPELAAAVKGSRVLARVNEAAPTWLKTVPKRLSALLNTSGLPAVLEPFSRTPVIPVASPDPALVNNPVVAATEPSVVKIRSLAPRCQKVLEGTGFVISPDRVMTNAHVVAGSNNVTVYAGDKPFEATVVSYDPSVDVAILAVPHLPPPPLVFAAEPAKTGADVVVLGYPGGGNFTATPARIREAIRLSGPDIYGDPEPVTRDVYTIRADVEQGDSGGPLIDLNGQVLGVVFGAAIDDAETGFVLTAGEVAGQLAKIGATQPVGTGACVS
# MazEF act: increases E. coli MazEF RNase cleavage of RNA | activation, % at 20 µM | 350,000 tested, 0.32% active | FAM/BHQ RNA-DNA oligo cleavage fluorescence, 5 h; in the data active means activation above about 50%
# Target sequence (P0AE70 whole entry, looked up): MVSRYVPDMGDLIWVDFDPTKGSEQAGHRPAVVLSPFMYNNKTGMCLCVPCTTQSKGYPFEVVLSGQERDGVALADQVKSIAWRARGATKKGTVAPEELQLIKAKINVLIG
# FadD28 binding: inhibitors of Mycobacterium tuberculosis FadD28 bisubstrate binding; 360,000 tested, 0.22% active; FadD28 bisubstrate probe binding, fluorescence polarization; inhibition, % at 12.5 µM; in the data active means inhibition above about 8.5%, passing the limit was not always enough; inconclusive means no clear call, values can overlap the other calls
# GDH-TPI inh: GDH-TPI coupled enzyme inhibition counter-screen. inhibition, % at 4.8 µM. 360,000 tested, 1.2% active. GDH-TPI coupled enzyme counterscreen, NADH absorbance;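 further: 0% = DMSO wells and 100% = wells lacking the enzyme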
# BoNT F protease: inhibitors of Botulinum neurotoxin F light chain protease. Multiplex microsphere protease cleavage assay, flow cytometry. 360,000 tested, 0.22% active. AID 588497. inhibition, % at 10 µM; in the data active means inhibition above about 35%, passing the limit was not always enough; inconclusive means no clear call, values can overlap the other calls; further: plate controls were buffer without enzyme for full effect and enzyme alone for no effect
# Mtb FBA inh: inhibitors of M. tuberculosis fructose-bisphosphate aldolase; AID 588726; 360,000 tested, 2.3% active; inhibition, % at 1 µM; purified M. tuberculosis FBA, fluorescence read-out; P9WQA3; in the data active means inhibition above about 27%;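 further: 0% = vehicle and 100% = reference inhibitor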
# VHR inh abs: blocks human VHR1 dual specificity phosphatase; recombinant VHR phosphatase, pNPP absorbance; inhibition, % at 13.3 µM; 290,000 tested, 0.52% active; AID 1654; in the data active means inhibition above about 50%; further: some compounds called inactive have numbers as strong as hits
# Target sequence (P51452 whole entry, looked up): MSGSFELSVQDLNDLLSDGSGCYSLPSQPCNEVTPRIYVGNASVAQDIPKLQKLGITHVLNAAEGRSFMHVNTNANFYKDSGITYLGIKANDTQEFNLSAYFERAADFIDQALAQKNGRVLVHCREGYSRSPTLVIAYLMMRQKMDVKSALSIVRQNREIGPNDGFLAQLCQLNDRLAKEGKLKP
# An asterisk follows results filed as active; ? = inconclusive; / = no result given; & = joins results of further samples. Unless noted, no stated cut-off is given here; in the data, active means inhibition above about 30%; inactive means the rest.
# Results follow in this order: Mtb UGM inh, CCHF vOTU inh, BioA inh, Rv3671c protease, MazEF act, FadD28 binding, GDH-TPI inh, BoNT F protease, Mtb FBA inh, VHR inh abs
> COc1ccc(Nc2nc(-c3cccc([N+](=O)[O-])c3)nc3ccccc23)cc1
  2.0, -0.4, -1.4, 20.3, 2.6, -1.5, 5.4, -6.1, 4.6, -3.8
> CC1(C(=O)NS(=O)(=O)c2cccc(F)c2)CCN1C(=O)Cc1cc(F)ccc1F (configuration not stated)
  /, 16.7, -2.0, /, /, 0.3, 5.3, -3.4, -2.2, /
> O=C(Cn1nnc2ccccc21)NNC(=S)NC1CCCCC1
  1.0, 15.0, -5.6, -4.4, -15.6, -0.2, -4.4, -0.9, 2.4, 6.5
> CC(C)N(Cc1ccccc1)S(=O)(=O)c1ccc(Cl)nc1
  -1.8, 6.4, /, 5.0, -4.1, -1.0, 9.3, -0.4, 8.7, /
> CN(C)c1ccc(-c2ccc([C@H]3[C@@H]4C=CCC[C@@]4(C)C(=O)N3Cc3ccccc3)c(F)c2)cc1
  1.2, -0.5, -1.6, 6.8, -4.0, -4.3, 10.0, -7.4, 16.6, -4.1
> CCOC(=O)C(C)N1c2cccc3cccc(c23)S1(=O)=O (configuration not stated)
  /, 11.2, 0.8, /, 4.0, -0.7, 15.9, 2.8, 15.2, /
> COc1ccccc1NC(=O)Cn1nnc(C(=O)Nc2ccccc2)c1N
  -0.7, 3.6, -4.6, 0.2, 3.6, -0.6, 9.9, 10.9, 9.6, 10.0
> CCN(CC)C(=O)CSc1nnc2nnc3cc(Cl)ccc3n12
  1.8, -0.1, -0.9, -8.0, -59.9, -2.2, 0.0, ?, 0.6, 23.9
> O=C(CN1CCCCCC1)NCCc1ccc(F)cc1
  -1.9, -8.1, -2.4, 0.6, 8.1, -1.4, 3.2, -3.2, 1.1, 15.3
> CCCCN1CC(O)=C(c2nc3ccccc3[nH]2)C1=N
  0.0, 7.8, 0.0, -6.5, 12.8, -0.5, -1.8, -4.2, 2.9, 8.1
> O=C(c1ccc(Cl)c(NC2=NC3CS(=O)(=O)CC3S2)c1)N1CCN(c2ccccc2)CC1 (configuration not stated)
  -0.4, 11.0, -0.4, 4.9, 0.2, -0.3, -0.5, 3.2, 5.7, 14.9
> O=C(CN(Cc1ccco1)C(=O)CNS(=O)(=O)c1ccc(Cl)cc1)NCc1ccco1
  -1.8, 4.1, -3.2, -10.4, 4.0, 0.4, -1.5, -3.2, 5.7, 2.1
> C/C(=N/NC(=O)c1cccs1)c1cccc(NC(=O)C2CC2)c1
  3.9, 1.0, -5.1, -8.8, -1.4, -2.8, 5.0, -7.2, -2.0, 18.9
> CCCn1c(SCC(=O)N2CC(=O)Nc3ccccc32)n[nH]c1=O
  -1.5, 1.8, -1.7, 1.7, 1.5, -3.3, 2.6, -7.8, -3.4, /
> CCC(C(=O)OCC(=O)Nc1c(C)n(C)n(-c2ccccc2)c1=O)c1ccccc1 (configuration not stated)
  -1.5, 1.0, 0.1, 11.2, -0.9, -2.7, 6.7, -13.0, 1.7, 17.0
> O=C(NCc1ccccc1)NC1CC2CCC(C1)N2Cc1ccco1 (configuration not stated)
  4.1, -4.7, 0.0, -7.5, 1.8, -0.6, -4.1, -4.1, -2.4, -2.5
> COCC(=O)Nc1cc(C(=O)OC)cc(C(=O)OC)c1
  -1.9, 3.5, 0.8, 1.7, 2.2, -2.1, 4.6, -8.8, 0.8, -11.0
> Clc1ccc(CN2CCC(c3nc4ccc(Cl)cc4[nH]3)CC2)cc1
  0.2, -7.2, 16.9, -9.3, 14.3, -6.1, 10.0, -12.6, -2.2, 17.8
> CCn1cc(/C=C(\NC(=O)c2ccccc2OC)C(=O)NCCN2CCOCC2)c2ccccc21
  /, 4.1, 1.7, /, 5.5, -0.1, 29.2, -1.8, 0.1, /
> COc1ccc(C2c3c(ncn(CCN4CCOCC4)c3=N)Oc3ccc4ccccc4c32)cc1 (configuration not stated)
  1.6, 1.4, 2.8, -9.1, 20.9, -4.8, 4.4, /, 0.7, 2.6
> COC(=O)Cc1ccc(NC(=S)N2CCCCC2C)cc1 (configuration not stated)
  -0.7, 5.7, -0.1, -5.5, 12.5, 1.2, 3.5, 0.4, 5.5, 13.4
> C[C@H]1CN([C@@H](C)CO)C(=O)CCCn2nncc2CO[C@H]1CN(C)C(=O)C1CC1
  /, -3.5, -2.1&-1.9, /, 9.4, -1.8, 0.9, -0.4, -2.4, /
> COc1ccc(S(=O)(=O)NC(=O)C2(C)CCN2C(=O)c2ccccc2CCc2ccccc2)cc1 (configuration not stated)
  /, 7.4, 1.2, /, /, -1.2, -8.4, -3.1, 0.3, /
> O=C(c1cncc(Br)c1)N1CCN(S(=O)(=O)c2ccc3ccccc3c2)CC1
  -0.9, 3.7, 4.5, 6.9, 0.9, -2.7, -13.1, -3.9, -0.1, /
> Cc1ccc(-c2nn(-c3ccccn3)c(=O)c3ccccc23)cc1
  1.3, -13.3, 6.7, 11.8, -8.1, -0.9, 2.5, 5.9, 5.5, 6.9
> COc1ccc(C(=O)/C=C/c2ccc(OCc3ccccc3)cc2)cc1CSCC(=O)O
  0.2, 36.2*, 23.0, /, -9.3, -14.2, 40.2*, 3.8, -0.1, -7.2
> O=C(Nc1nnc(SCc2c(Cl)cccc2Cl)s1)C1CCCO1 (configuration not stated)
  4.2, 13.9, 0.0, -8.1, 2.2, -0.5, 5.4, -21.4, 4.1, 29.7
> COC(=O)c1cc(COc2ccc3c4c(c(=O)oc3c2)CCCC4)c(C)o1
  -0.3, -24.7, -0.3, -2.6, 6.6, 0.6, 11.7, -14.4, 18.9, -10.1
> CC1Cc2cc(/C(O)=C3/C(=O)C(=O)N(CCCn4ccnc4)C3c3ccncc3)ccc2O1 (configuration not stated)
  -1.7, 19.8, -0.8, -2.9, 0.2, -3.1, 10.8, 2.3, 1.1, 32.9
> COc1ccc(-c2ccnc(SCC(=O)c3ccc(Br)cc3)n2)cc1
  -0.3, -2.7, /, -0.3, -11.0, -3.8, -3.6, -3.5, -0.4, 23.7
> COc1ccc(NC(=O)CN2C(=O)NC(C)(c3ccc(C)cc3)C2=O)c([N+](=O)[O-])c1 (configuration not stated)
  0.5, 17.6, -0.1, 0.7, -10.8, -2.5, -0.8, 3.6, -1.6, 25.9
> COc1ccccc1NS(=O)(=O)c1cc(N=N/C(C(=O)Nc2ccc(Cl)cc2)=C(/C)O)ccc1C
  4.1, 8.5, 0.0, -18.7, -26.5, -0.5, -2.2, 9.5, -1.5, /
> CC(C)(C)c1ccc(OCCn2ccccc2=O)cc1
  -1.8, -17.4, 1.1, -4.0, -1.2, -0.6, 0.9, -4.6, -1.9, 14.7
> COc1cc(NC(=S)NCCc2ccc(S(N)(=O)=O)cc2)c(OC)cc1Cl
  0.9, -4.3, /, 1.2, 5.7, 0.0, -6.3, -5.1, 1.8, 48.2
> Cn1nc(C(C)(C)C)cc1C(=O)NNC(=O)c1cccc(Cl)c1
  -1.5, -7.0, 0.5, -4.3, 8.6, -4.7, 0.7, ?, -0.1, -0.9
> CCc1ccc(C(=O)Cc2cc3cccc(OC)c3oc2=O)cc1
  -1.0, 3.6, -0.7, 2.2, 6.9, 0.3, 6.6, -5.9, 1.4, -7.6
> COc1ccc(Cc2c(O)nc(SC)n(C(C)=O)c2=O)cc1
  4.2, -4.4, -4.9, -4.3, -16.6, 0.2, -1.2, -1.5, -1.3, 15.9
> CCOC(=O)N1CCN(C(=O)c2ccc(SC)cc2OC)CC1
  -6.5, 9.6, 2.2, 4.2, 3.9, -4.0, -4.8, 0.3, -1.3, 16.5
> O=C(NC1CCN(C(=O)Nc2cccc(Cl)c2)CC1)C1CCCCC1
  -0.9, 11.6, -0.8, -1.0, -23.9, -2.9, 6.8, -16.4, 1.4, 19.6
> O=C(CCl)Nc1ccccc1C(=O)NCc1ccccc1
  -4.6, 2.9, /, 0.2, -1.4, -3.5, 6.3, -1.1, 0.3, -6.0
> COc1ccc(NC(=O)C2Cc3c(-c4cccc(F)c4)ccnc3O2)cn1 (configuration not stated)
  /, -3.0, 1.2, /, /, -3.2, 0.0, -2.3, 0.1, /
> CC(=O)c1c(C)nc2sc3c(=N)n(N)cnc3c2c1-c1ccc(Cl)cc1
  1.4, 1.7, /, -2.7, 13.4, -0.9, 6.3, -9.7, 0.2, -11.3
> NS(=O)(=O)c1ccc(NC(=O)CCC(=O)N2CCOCC2)cc1
  -1.8, 0.1, -0.2, -0.3, -8.2, -4.3, 0.0, 12.8, 0.3, 40.4
> COC(=O)c1cnn(-c2ccc(F)cc2F)c1/C=N/NC(N)=S
  -0.3, 3.7, 3.6, 7.0, 11.8, -1.9, 36.0*, ?, -0.9, -16.3
> CCc1c(Nc2ccccc2C)nc(N)[nH]c1=O
  /, -3.6, -1.8, /, 1.0, -0.2, -2.6, -3.8, 0.1, /
> CC(C)(C)OC(=O)N1CCN(C(=O)c2nc[nH]c2C(=O)N2CCN(c3ccccc3)CC2)CC1
  -2.9, -10.8, -0.8, 8.2, 7.1, -0.1, 1.7, -7.0, -1.8, /
> O=C(NCCN1CCCC(O)C1)c1cc(COc2c(F)cccc2F)on1 (configuration not stated)
  1.9, -13.0, 0.9, 0.6, -4.7, -1.1, 14.7, 0.5, 2.0, -14.6
> O=C(c1ccccc1)c1cccn1CC(=O)N1CCN(C2CCCCC2)CC1
  2.2, 5.0, 0.1, 2.1, 8.0, -0.5, 4.2, 12.7, 0.5, 35.7
> CCN1C(=O)/C(=C\N(C)C)c2ccccc21
  -0.4, -6.4, 0.8, 4.2, 5.6, 0.5, 32.2*, -12.6, -2.1, 8.8
> O=c1c2ccccc2nc2c3ccccc3cnn12
  -1.1, -9.7, /, 7.8, 8.8, -0.3, 10.0, 0.0, 10.5, 24.3

# Single records, from the list above:
# NS(=O)(=O)c1ccc(NC(=O)CCC(=O)N2CCOCC2)cc1 is entered as Mtb UGM inh: -1.8; CCHF vOTU inh: 0.1; BioA inh: -0.2; Rv3671c protease: -0.3; MazEF act: -8.2; FadD28 binding: -4.3; GDH-TPI inh: 0.0; BoNT F protease: 12.8; Mtb FBA inh: 0.3; VHR inh abs: 40.4
# O=C(NCCN1CCCC(O)C1)c1cc(COc2c(F)cccc2F)on1 (configuration not stated) is entered as Mtb UGM inh: 1.9; CCHF vOTU inh: -13.0; BioA inh: 0.9; Rv3671c protease: 0.6; MazEF act: -4.7; FadD28 binding: -1.1; GDH-TPI inh: 14.7; BoNT F protease: 0.5; Mtb FBA inh: 2.0; VHR inh abs: -14.6

# (continued)
# Results follow in this order: Mtb UGM inh, CCHF vOTU inh, BioA inh, Rv3671c protease, MazEF act, FadD28 binding, GDH-TPI inh, BoNT F protease, Mtb FBA inh, VHR inh abs
> CC(=O)Nc1ccc(-c2ccnc3c2CC(C)(C(=O)Nc2cccc(C(C)=O)c2)O3)cc1 (configuration not stated)
  /, 3.3, 2.0, /, /, -3.1, 1.5, -7.0, 1.3, /
> CCCC(=O)Nc1nc2ccc(NC(=O)c3ccc(Br)o3)cc2s1
  1.1, 6.6, -2.7, -10.2, 3.2, 1.2, 22.4, 3.7, 6.8, 12.1
> CCOC(=O)c1cc(C)n(CCCN2CCOCC2)c1C
  1.1, 2.1, -0.1, -1.6, 2.2, -0.4, 0.0, 4.2, 3.8, 4.5
> Cn1ncc2c(N3CCOCC3)ncnc21
  -1.4, 4.8, -2.8, 1.5, -9.1, -0.9, 0.7, -4.4, 1.9, 9.6
> CC(=O)OC1CC(C)(C)N(OC(=O)CCCN2C(=O)c3ccccc3C2=O)C(C)(C)C1
  0.4, 7.2, 0.4, -6.5, 5.2, -0.1, 1.2, 11.1, 0.9, 5.0
> Cc1ccc(S(=O)(=O)N(CC(=O)NCCSCc2ccco2)c2cc(C)ccc2C)cc1
  -1.4, 12.5, -1.8, -1.5, -0.5, -5.1, 0.8, 2.3, -1.9, /
> CC(=O)Nc1ccc(S(=O)(=O)N2CCOCC2)cc1
  1.3, -11.1, -1.6, 7.2, 9.0, 0.4, -2.6, 3.8, -0.2, 0.9
> O=C(C1=C(O)C(=O)N(CCOCCO)C1c1cccs1)c1cccs1 (configuration not stated)
  5.0, 11.2, -1.0, 0.4, 2.1, -2.6, 15.7, -11.4, -2.1, 17.9
> C=CCn1c(O)c(N=NC(=O)c2ccc3c(c2)OCO3)c2ccccc21
  -0.3, 2.4, 0.8, -3.8, 4.8, -0.8, 2.6, -18.0, -1.7, 9.6
